# GSK3B inh: human GSK3beta kinase inhibitors, primary screen, biochemical, cell-free homogeneous, HTS | Glycogen synthase kinase-3 beta (Homo sapiens), P49841 | GST-GSK3beta kinase, ADP-Glo luminescence, 60 min; hits give low values | activity score (negative = inhibition), % at 10 µM | hit rate 0.038% among 300,000;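 active means more than half of replicate wells score below -50%, meaning over 50% inhibition versus plate controls; inconclusive means some replicates but at most half score below -50%; inactive means no replicate scores below -50%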;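 further: 0% = median DMSO wells and -100% = median GW8510 positive control wells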
# Target sequence (P49841 whole entry, looked up): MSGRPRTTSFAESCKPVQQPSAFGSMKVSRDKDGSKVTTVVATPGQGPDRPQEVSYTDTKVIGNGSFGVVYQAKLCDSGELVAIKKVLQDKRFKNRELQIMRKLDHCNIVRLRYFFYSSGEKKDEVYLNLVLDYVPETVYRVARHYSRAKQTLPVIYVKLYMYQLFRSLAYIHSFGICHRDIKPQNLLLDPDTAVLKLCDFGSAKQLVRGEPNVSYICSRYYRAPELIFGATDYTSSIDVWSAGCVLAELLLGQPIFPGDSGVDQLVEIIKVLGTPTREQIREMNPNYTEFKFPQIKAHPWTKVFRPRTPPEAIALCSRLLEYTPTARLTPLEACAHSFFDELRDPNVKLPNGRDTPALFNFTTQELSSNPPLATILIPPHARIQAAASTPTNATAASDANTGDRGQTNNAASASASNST
#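 Test system – GST-tagged human GSK3beta kinase, cell-free · Incubation – 60 min enzyme reaction, room temperature · Signal – ADP-Glo luminescence · Also added – peptide substrate and ATP at 25 µM · Controls – DMSO neutral wells and GW8510 at 20 µM as positive · Buffer or medium – Tris/MgCl2 kinase buffer · Measure – Luminescence-derived activity versus plate DMSO and GW8510 wells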
# GSK3A inh: blockers of GSK3A enzyme activity – biochemical, luminescence, cell-free homogeneous, HTS, primary screen | Glycogen synthase kinase-3 alpha (Homo sapiens), P49840 | GSK-3 alpha kinase, ADP-Glo luminescence, 60 min | inhibition, % at 10 µM | hit rate 0.1% among 320,000 | AID 2650, 2010;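 in the data active means inhibition above about 50%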;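 further: GST-tagged GSK-3 alpha with peptide substrate and 25 µM ATP; 0% = DMSO neutral wells and 100% = GW8510 positive control wells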
# Target sequence (P49840 whole entry, looked up): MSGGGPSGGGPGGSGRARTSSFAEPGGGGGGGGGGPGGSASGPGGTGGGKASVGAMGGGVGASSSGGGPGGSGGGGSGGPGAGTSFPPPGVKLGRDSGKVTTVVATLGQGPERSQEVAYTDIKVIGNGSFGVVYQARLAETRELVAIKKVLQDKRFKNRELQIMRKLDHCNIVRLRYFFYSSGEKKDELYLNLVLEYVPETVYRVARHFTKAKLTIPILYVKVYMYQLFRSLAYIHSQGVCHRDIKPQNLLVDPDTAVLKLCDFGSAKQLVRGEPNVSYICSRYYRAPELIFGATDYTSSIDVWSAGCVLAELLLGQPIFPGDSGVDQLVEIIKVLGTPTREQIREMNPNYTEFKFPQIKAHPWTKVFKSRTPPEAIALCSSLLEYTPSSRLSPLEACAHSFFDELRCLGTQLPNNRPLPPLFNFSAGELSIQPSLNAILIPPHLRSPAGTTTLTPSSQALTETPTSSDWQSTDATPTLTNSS
# HIF act: HIF pathway transcriptional activators, primary screen, cell-based, U2OS HRE-luciferase, luminescence; U2OS HRE-luciferase reporter; normalized: DMSO 0%, desferrioxamine 100%; activation, % at 7.5 µM (by protocol); hit rate 0.32% among 300,000;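 active means mean activation of at least 10% of the iron chelator positive control signal, with at least half of replicates also reaching 10%; inconclusive means mean and replicate majority disagree about reaching 10%; inactive means mean and most replicates under 10%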
# IEC-6 tox: cytotoxicity in IEC-6 intestinal epithelial cells, primary screen, cytotoxicity control for KLF5 inhibitor project, cell-based, luminescence; hit rate 0.78% among 290,000; AID 1825, 2009; IEC-6 cytotoxicity, luminescence viability; inhibition, % at 5 µM; in the data active means inhibition above about 22%;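 further: 0% = plate median of test compound wells and 100% = cytotoxic reference compound wells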
# KLF5 inhibitor: KLF5 expression inhibitors, primary screen, DLD-1 cells, luminescence; hit rate 0.23% among 290,000; inhibition, % at 5 µM; DLD-1 KLF5 promoter-luciferase reporter; AID 1700, 2009;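 active means inhibition above a per-plate limit of that plate's mean compound inhibition plus 3 SD, cut at about 60% in these data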;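 further: 0% = DMSO wells and 100% = LY294002 at 200 µM; higher means less KLF5 promoter-driven luciferase light; inactives centre near -14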
# aSyn 5UTR inh: MLPCN primary screen, SNCA 5' untranslated region; alpha-synuclein 5'UTR reporter, inhibitor activity; inhibition, % (tested at 7.5 µM); hit rate 0.82% among 300,000; in the data active means inhibition above about 60%; inconclusive means no clear call, values can overlap the other calls;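 further: H4 neuroglioblastoma cells stably carrying SNCA 5'UTR luciferase fusion; 0% = DMSO wells and 100% = positive control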
# AI-2 QS mod: Vibrio harveyi AI-2 quorum sensing modulators, primary screen, JMH597 strain, luminescence/OD600 ratio; Vibrio harveyi JMH597 AI-2 luminescence/OD600 ratio, 9 h; hits give low values; strain lacks LuxN and CqsS sensors; 0 = neutral-control median; activity change, % at 7.5 µM; hit rate 0.4% among 300,000; in the data active means activity change below about -75%, passing the limit was not always enough; inconclusive means no clear call, values can overlap the other calls;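 further: luminescence divided by OD600 gain over 9 h not by final OD600 alone; inactives centre near 13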
# HSF1 inh: HSF1 inhibitors in luciferase reporter cells, primary screen, cell-based, NIH3T3, luminescence | activity change, negative = inhibition, % at 7.5 µM (by protocol) | AID 2098, 2009 | NIH3T3-HGL HSE-luciferase, MG132-induced, luminescence 8 h; hits give low values | hit rate 0.77% among 300,000;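 active means more than half of replicate wells show activity change below -50%, luminescence cut by over half; inconclusive means some wells, but at most half, below -50%; inactive means no replicate well below -50%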;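 further: luciferase reports HSF-1 transcriptional activity via heat shock element; 0% = median of DMSO wells and -100% = zero luminescence signal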
# HSP90 inh: HSP90 inhibitors, primary screen, cell lysate, luminescence. Heat shock protein HSP 90 (rabbit reticulocyte lysate; luciferase refolding). Rabbit reticulocyte lysate, luciferase refolding luminescence, 3 h. inhibition, % at 5.6 µM. hit rate 0.91% among 290,000. AID 1789, 2009;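 active means inhibition above the screen-wide mean plus 3 SD, computed separately per campaign, cut at about 16% in these data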;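 further: 0% = DMSO wells and 100% = 60 µM geldanamycin wells; inhibitors lower the luminescence because luciferase stays unfolded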
# HSF1 activator: HSF-1 activators, primary screen, NIH3T3-HGL cells, MG132 stress, luminescence, single point. AID 504408, 2011. hit rate 1.7% among 300,000. activation, % at 9 µM. NIH3T3-HGL HSF-1 luciferase reporter, 8 h; 100% = twice DMSO control signal;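 active means mean replicate activation of at least 50% with a set share of replicates each reaching 50%; inconclusive means only one of those two conditions met; inactive means mean below 50% and too few replicates reaching it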;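 further: 0% = median of the neutral control wells and 100% = twice that signal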
# An asterisk follows results filed as active; u = inconclusive; x = not tested or not shown. This is a random part of the collection (roughly 4.7% active in at least one column).
SMILES,GSK3B inh,GSK3A inh,HIF act,IEC-6 tox,KLF5 inhibitor,aSyn 5UTR inh,AI-2 QS mod,HSF1 inh,HSP90 inh,HSF1 activator
CC(C)OC(=O)c1cc(C(=O)c2cc(Br)ccc2O)coc1=N,4,0,-0.3,1,-8,-18,14,4,0,5
CCCc1cc(=O)n2[nH]c(C)c(-c3ccc(Cl)cc3)c2n1,x,-2,-8.8,-4,-1,-4,x,-10,-2,4
Brc1cccc(-c2nnc(-c3ccccc3)o2)c1,x,3,x,6,-159,x,x,x,5,x
O=C(Oc1cccc2ccccc12)c1cc(Cl)nc2ccccc12,-2,8,0.0,-2,-6,-6,9,13,3,5
Cc1ccc(SCCNC(=O)C(CO)(CO)CO)cc1,1,-1,0.0,1,-15,-4,9,-7,2,18
O=C(OCc1ccccc1)c1cccc(-c2nnn(Cc3ccccc3)n2)c1,2,-3,0.5,-3,-112,-91,-1,3,-1,6
Cc1ccc(S(=O)(=O)N[C@@H](Cc2ccccc2)C(=O)N2CCC(C(=O)N[C@@H](CC(C)C)C(=O)O)CC2)cc1,0,-2,-0.7,0,-5,-10,5,-4,-4,-20
CCOC(=O)C1CCN(C(=O)COC(=O)CN(C)S(=O)(=O)c2ccc(NC(C)=O)cc2)CC1,4,-2,0.4,2,-11,3,12,-5,-3,-10
CCC(SC1=N/C(=C/c2ccccc2)C(=O)N1c1ccccc1)C(=O)Nc1cc(C)on1 (centres undefined),3,-5,-1.0,2,7,-3,15,-10,7,-6
CC(=O)n1cc(C(C[N+](=O)[O-])SCCN)c2ccccc21 (centres undefined),1,5,0.1,-1,-14,-25,u,14,3,59*
Cc1nccn1CCCNC(=O)C1CCC(=O)N(Cc2ccccc2F)C1 (centres undefined),0,x,-0.4,-7,-3,-14,17,-1,3,-10
Cc1nn(C)c(NC(=O)c2ccccc2Cl)c1Cl,0,-3,-4.1,1,-25,3,13,-5,2,9
CC1CCCCN1S(=O)(=O)c1ccc(S(=O)(=O)N2CCN(C)CC2)cc1 (centres undefined),3,0,0.2,3,-2,6,18,-7,5,-22
NNC(=O)CCn1c2ccccc2c2ccccc21,2,-2,-0.9,7,-3,-17,8,4,-1,1
O=C(C[n+]1ccccc1)N/N=C/c1c(F)cccc1Cl,0,-2,-1.5,1,-19,-9,-1,-1,0,3
CCOc1ccc(N(CC(=O)NC2CCCCC2)S(=O)(=O)c2c(C)noc2C)cc1,-3,-4,x,1,-2,32,28,-5,1,-3
O=C(NC1CCCC1)C(c1ccsc1)N(Cc1ccco1)C(=O)Cc1cccs1 (centres undefined),6,0,-0.2,4,-3,-27,23,14,8,35
CCN(CC)c1ccc(NC(=O)Nc2cccc(C(C)=O)c2)cc1,1,-3,2.0,5,11,-22,29,3,0,13
CC(C(=O)NC(C)(C)C)N(Cc1cccs1)C(=O)CCN1CCc2ccccc21 (centres undefined),-8,0,0.0,-5,-54,14,8,16,-1,10
COc1cc2c(C)nc3onc(-c4ccccc4)c3c2cc1OC,0,-3,-0.8,2,-23,23,21,1,2,21
CCc1cc(=O)oc2cc(C)cc(OC(C)C(=O)NC(Cc3c[nH]c4ccc(O)cc34)C(=O)O)c12 (centres undefined),3,4,0.1,-10,-14,14,12,1,-3,6
CCOC(=O)C1CCC(CNCc2ccc(Cl)cc2)CC1 (centres undefined),0,0,-0.4,0,4,3,20,0,1,-4
COc1ccc(CCNC(=O)COc2ccc(N(C)S(=O)(=O)c3ccc(C)cc3)cc2)cc1OC,0,0,-0.7,2,-20,24,20,0,3,15
CCc1ccc2c(c1)c(N=NC1=NC(=O)CS1)c(O)n2CC,-2,x,-0.1,2,-29,8,18,10,0,25
COC(=O)c1cccc(NC(=O)/C(=C\c2ccccc2)NC(=O)c2ccccc2Cl)c1,3,-3,0.0,1,-5,-10,36,3,1,-6
CC(=O)n1c2c(c3ccccc31)OC(N)=C(C#N)C2c1cccc(Cl)c1Cl (centres undefined),-2,7,0.8,4,-33,-42,6,27,2,74*
O=C(Nc1ccc(N2CCOCC2)c(Cl)c1)c1ncn[nH]1,1,-1,0.2,-6,-63,-5,28,-4,0,-3
Cc1cc(/C=N/NC(=O)c2ccc(O)cc2)c(C)n1CC(C)C,1,x,0.7,-10,-19,-57,22,1,3,-11
COCCCNC(=O)c1ccc(Cn2c(=O)c3ccccc3n(Cc3cc(C)ccc3C)c2=O)cc1,1,-2,-0.6,-4,-21,33,17,4,0,9
CCOC(=O)c1cnc2ccc(OCC)cc2c1N(C)Cc1ccccc1,-3,2,-0.4,6,4,1,23,1,5,-12
O=C(Nc1cccc(S(=O)(=O)NCc2ccco2)c1)c1cc(-c2ccccc2)nc2ccccc12,0,-3,-0.3,-1,3,10,16,12,2,18
Cc1ccccc1N1CCN(C(=O)C2CCC(=O)N(C3CCCC3)C2)CC1 (centres undefined),1,0,0.1,-2,-15,-3,16,-3,-7,-4
FC(F)(F)c1cccc(CN2CCC(c3cc(-c4cccs4)n[nH]3)CC2)c1,1,-2,-0.3,18,-14,17,29,1,2,-1
c1ccc(-c2oc3ncnc(NCCCn4ccnc4)c3c2-c2ccccc2)cc1,4,8,-0.3,9,-15,16,6,2,3,18
CCN(c1ccccc1)S(=O)(=O)c1cc(OC)ccc1OC,-1,-3,x,-4,-12,x,9,x,-3,x
CCOc1ccc2nc(SC3CC(=O)N(c4ccccc4)C3=O)sc2c1 (centres undefined),-3,0,0.6,-4,-49,-53,-2,-2,-1,4
COc1ccc(C(C#N)N2N=C(C)CC2c2ccccc2)cc1 (centres undefined),-3,-1,-0.9,1,-26,-19,19,-2,1,-8
CCCCc1nc2ccccc2c(NC(=O)CNC(C)(C)C)c1CCC,0,-3,-26,-2,-14,6,25,8,0,37
O=C(NC1CCCCCC1)C1CCCN(S(=O)(=O)c2cccs2)C1 (centres undefined),-26,-1,-0.1,-3,-13,-25,22,-6,-1,-8
COc1ccc(CC(=O)Nc2c3c(nn2C(C)(C)C)CS(=O)C3)cc1 (centres undefined),0,-3,0.0,0,-7,12,27,-3,1,1
C=CCn1c(SCC(=O)Nc2ccc3c(c2)OCO3)nnc1-c1ccccc1,1,-3,-0.4,-1,-62,26,27,4,2,2
CCCC(C)NC(=O)CSCc1ccc(OC)cc1 (centres undefined),3,-2,0.3,-2,-1,9,13,-1,2,1
COc1nc(C)cc(C)c1S(=O)(=O)c1ccccc1C,1,3,-2.9,3,-17,12,15,-7,2,-7
CCN(CC)S(=O)(=O)c1ccc(C(=O)NCC(=O)NCCCc2ccccc2)cc1,3,x,1.1,0,-3,2,10,-2,11,13
COc1cc(C(=O)NCCCNC(=O)c2cc(OC)c(OC)c(OC)c2)cc(OC)c1OC,0,0,0.7,x,x,10,31,10,x,45
Cc1ccccc1NC(=O)Cn1c(=O)n(Cc2ccccc2)c(=O)c2c(C)c(C)sc21,-1,-2,-0.6,3,-17,20,11,1,1,11

# 13 entries from above, set out differently:
Molecule	GSK3B inh	GSK3A inh	HIF act	IEC-6 tox	KLF5 inhibitor	aSyn 5UTR inh	AI-2 QS mod	HSF1 inh	HSP90 inh	HSF1 activator
c1ccc(-c2oc3ncnc(NCCCn4ccnc4)c3c2-c2ccccc2)cc1	4	8	-0.3	9	-15	16	6	2	3	18
CCN(c1ccccc1)S(=O)(=O)c1cc(OC)ccc1OC	-1	-3	x	-4	-12	x	9	x	-3	x
CCOc1ccc2nc(SC3CC(=O)N(c4ccccc4)C3=O)sc2c1 (centres undefined)	-3	0	0.6	-4	-49	-53	-2	-2	-1	4
COc1ccc(C(C#N)N2N=C(C)CC2c2ccccc2)cc1 (centres undefined)	-3	-1	-0.9	1	-26	-19	19	-2	1	-8
CCCCc1nc2ccccc2c(NC(=O)CNC(C)(C)C)c1CCC	0	-3	-26	-2	-14	6	25	8	0	37
O=C(NC1CCCCCC1)C1CCCN(S(=O)(=O)c2cccs2)C1 (centres undefined)	-26	-1	-0.1	-3	-13	-25	22	-6	-1	-8
COc1ccc(CC(=O)Nc2c3c(nn2C(C)(C)C)CS(=O)C3)cc1 (centres undefined)	0	-3	0.0	0	-7	12	27	-3	1	1
C=CCn1c(SCC(=O)Nc2ccc3c(c2)OCO3)nnc1-c1ccccc1	1	-3	-0.4	-1	-62	26	27	4	2	2
CCCC(C)NC(=O)CSCc1ccc(OC)cc1 (centres undefined)	3	-2	0.3	-2	-1	9	13	-1	2	1
COc1nc(C)cc(C)c1S(=O)(=O)c1ccccc1C	1	3	-2.9	3	-17	12	15	-7	2	-7
CCN(CC)S(=O)(=O)c1ccc(C(=O)NCC(=O)NCCCc2ccccc2)cc1	3	x	1.1	0	-3	2	10	-2	11	13
COc1cc(C(=O)NCCCNC(=O)c2cc(OC)c(OC)c(OC)c2)cc(OC)c1OC	0	0	0.7	x	x	10	31	10	x	45
Cc1ccccc1NC(=O)Cn1c(=O)n(Cc2ccccc2)c(=O)c2c(C)c(C)sc21	-1	-2	-0.6	3	-17	20	11	1	1	11

# Source: PubChem BioAssay
